Assay outcomes (PubChem)
PKA-R2B activ: PKA-R2B complex activation; PKA-R2B holoenzyme dissociation, Cy5-IP20 fluorescence polarization; R2B truncated from residue 108, S112A mutant; 0% DMSO only, 100% 113 µM cGMP; activation, % at 11.4 µM; 0.079% of 340,000 active; AID 504700;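 active means activation above a cutoff set at the mean over all compounds plus 3 SD, cut at about 18% in these data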;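 further: higher means more holoenzyme dissociation and a rise in polarization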
Target sequence (P31323 whole entry, looked up, other chains not shown, the tested form may be a part): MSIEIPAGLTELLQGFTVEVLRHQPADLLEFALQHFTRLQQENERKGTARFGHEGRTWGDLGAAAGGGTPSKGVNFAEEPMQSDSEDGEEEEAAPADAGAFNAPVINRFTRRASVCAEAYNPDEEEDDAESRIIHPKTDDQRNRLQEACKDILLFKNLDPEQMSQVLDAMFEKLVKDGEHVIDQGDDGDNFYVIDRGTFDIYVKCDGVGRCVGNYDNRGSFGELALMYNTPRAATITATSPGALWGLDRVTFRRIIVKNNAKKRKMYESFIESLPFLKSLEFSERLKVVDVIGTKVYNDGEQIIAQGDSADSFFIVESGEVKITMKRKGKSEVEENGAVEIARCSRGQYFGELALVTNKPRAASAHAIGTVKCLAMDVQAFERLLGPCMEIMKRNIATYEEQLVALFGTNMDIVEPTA
RTF Ca sens act: increases calcium sensitivity of human cardiac regulated thin filaments | P19429+P45379 | IANBD-labeled TnC RTF fluorescence at EC20 calcium; 0% EC20 calcium, 100% full calcium | activation, % at 7.2 µM | 0.24% of 340,000 active | AID 493008;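 active means activation above the mean over all tested compounds plus 3 SD, cut at about 30% in these data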;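 further: rise in fluorescence read as greater calcium sensitivity of cardiac thin filaments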
SR-BI uptake up: activators of SR-BI mediated HDL lipid uptake; CHO ldlA[mSR-BI] cells, DiI-HDL uptake fluorescence, 3 h; 100 = double the neutral-control signal; activation, % at 12.5 µM; 0.096% of 320,000 active; AID 504775;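 active means mean replicate activation of at least 60% and every replicate at or above 60%; inconclusive means mean or all-replicate condition met, but not both; inactive means mean below 60% and not all replicates reaching 60%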;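 further: 0% = median plate neutral-control signal and 100% = twice that signal; values of inactives mirror those of a sister screen read the other way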
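Test system: SR-BI-overexpressing, LDLR-lacking CHO cells. Measured by: DiI fluorescence, bottom read. Medium: Ham's F12 with 0.5% BSA, HEPES 25 mM, pH 7.4. Timing: 3 h uptake period with compound, 37 °C.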
CAL PDZ FP-1: blocks peptide binding to the human CAL PDZ domain; Q9HD26; purified CAL PDZ, TMR-peptide fluorescence polarization, 1 h; inhibition, % at 24.9 µM; 0.92% of 300,000 active; AID 602252;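 active means mean inhibition of at least 30% with at least half of replicates also reaching 30%; inconclusive means no clear call, values can overlap the other calls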;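 further: 0% = DMSO neutral control and 100% = excess unlabeled competitor peptide PRC23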
LANA DNA inh: blocks KSHV LANA C-terminal domain binding to DNA. MBP-C-LANA/FAM-LBS DNA binding, fluorescence polarization. inhibition, % at 9 µM. 0.078% of 340,000 active;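 active means highest replicate inhibition at or above 60% at 9 µM, even if other replicates fall short; inactive means all replicates below 60% inhibition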;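 further: 0% = neutral control wells and 100% = 4 µM acridine orange control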
Keap1 Nrf2 FP: Keap1-Nrf2 (human) interaction inhibition. Keap1 Kelch-Nrf2 peptide fluorescence polarization, 1536-well. inhibition, % at 9.4 µM. 0.15% of 340,000 active; in the data active means inhibition above about 12%; inconclusive means no clear call, values can overlap the other calls; inactive means below about 7.3%;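 further: human Keap1 Kelch domain with fluorescein labeled Nrf2 9mer peptide probe; 0% = neutral control wells and 100% = peptide positive control; higher means more block of Keap1 binding to Nrf2 peptide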
Rtt109 Vps75: C. albicans Rtt109 histone acetyltransferase inhibition; purified Rtt109/Vps75, ThioGlo CoA-SH fluorescence, 4 h; inhibition, % at 34.9 µM; 0.16% of 330,000 active; AID 540336;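 active means inhibition of at least 50% in every replicate; inconclusive means best replicate reaches 50% inhibition but some replicates fall short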
CAL PDZ FP-2: blocks peptide binding to human CAL PDZ domain. inhibition, % at 20 µM. purified CAL PDZ, TMR-peptide fluorescence polarization, 1 h. AID 504414. 0.02% of 330,000 active;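 active means highest replicate inhibition of at least 40%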;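 further: plate controls were DMSO neutral control wells for no effect and unlabeled competitor peptide control wells for full effect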
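material = purified tagged CAL PDZ domain construct (CerCALP) | compound dosing = 20 µM, one dose | times = 1 h at RT | measured by = fluorescence polarization from S- and P-plane intensities, G-factor corrected | read-out = inhibition from polarization loss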
DAGLB inh: diacylglycerol lipase beta (human) inhibition; Q8NCG7; HEK293T DAGLB membrane lysate, EnzChek fluorogenic substrate; inhibition, % at 5.17 µM; 0.059% of 340,000 active; AID 504411; in the data active means inhibition above about 34%;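 further: 0% = enzyme with vehicle and 100% = wells lacking enzyme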
Target sequence (Q8NCG7 whole entry, looked up): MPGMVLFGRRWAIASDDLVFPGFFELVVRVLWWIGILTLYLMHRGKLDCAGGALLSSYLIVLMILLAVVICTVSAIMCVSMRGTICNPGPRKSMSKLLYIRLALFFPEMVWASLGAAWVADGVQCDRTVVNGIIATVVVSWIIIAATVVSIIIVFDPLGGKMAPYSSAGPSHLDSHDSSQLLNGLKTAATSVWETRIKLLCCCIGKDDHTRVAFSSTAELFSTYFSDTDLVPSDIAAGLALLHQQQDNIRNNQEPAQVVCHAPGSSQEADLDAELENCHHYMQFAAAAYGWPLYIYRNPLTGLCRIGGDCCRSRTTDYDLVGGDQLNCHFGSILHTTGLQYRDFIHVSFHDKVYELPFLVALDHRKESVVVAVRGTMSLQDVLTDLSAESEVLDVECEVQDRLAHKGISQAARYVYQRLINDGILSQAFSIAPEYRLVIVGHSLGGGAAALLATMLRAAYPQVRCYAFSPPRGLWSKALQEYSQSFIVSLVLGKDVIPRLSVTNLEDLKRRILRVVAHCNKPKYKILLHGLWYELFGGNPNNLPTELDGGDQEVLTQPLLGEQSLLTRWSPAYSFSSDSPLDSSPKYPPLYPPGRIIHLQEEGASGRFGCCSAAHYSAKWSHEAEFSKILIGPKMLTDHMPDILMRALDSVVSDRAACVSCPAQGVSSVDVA
RTF Ca sens inh: cardiac RTF calcium desensitization. P19429+P45379. IANBD-labeled cardiac RTF, Ca2+ fluorescence. inhibition, % at 7.15 µM. 0.12% of 340,000 active;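 active means inhibition above the mean inhibition of all tested compounds plus 3 SD, cut at about 17% in these data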;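 further: assay run at fixed EC70 calcium of 1.6 mM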
Numbers without * were called inactive; ? = inconclusive; · = no result given.

Value order – PKA-R2B activ	RTF Ca sens act	SR-BI uptake up	CAL PDZ FP-1	LANA DNA inh	Keap1 Nrf2 FP	Rtt109 Vps75	CAL PDZ FP-2	DAGLB inh	RTF Ca sens inh
> COCCNC(=O)c1ccccc1NC(=O)Nc1ccccc1
  14	8	11	-2	-0.2	-6	-4	-4.2	1	-12
> CN(C)c1nc2c(c(=O)n(C)c(=O)n2C)n1Cc1ccccc1
  -3	3	15	-4	-1.9	-3	3	-0.7	-1	-5
> O=C(CCCc1ccccc1)N1CCN(c2ccc([N+](=O)[O-])cc2)CC1
  -3	-4	-11	0	-0.4	0	6	-1.2	-2	2
> COc1ccc(Nc2nc(S(=O)(=O)c3ccc(C)cc3)c(Cl)s2)cc1
  -8	-4	-24	-2	-1.3	-1	·	-1.2	-2	7
> N=c1n(CCO)c2ccccc2n1Cc1ccc(Cl)cc1
  -4	-2	17	-2	1.4	-2	7	-0.5	-1	-7
> C=CCn1c(SC(C)C#N)nc2sc(CC)cc2c1=O (centres undefined)
  4	-1	-4	2	-1.1	3	-7	-0.4	-2	-9
> CC(C)(C)[C@@H]1C=C(C(=O)NC2CC2)O[C@H](OCc2ccc(CO)cc2)C1
  -1	-3	6	-2	3.2	-3	-6	0.2	-2	-3
> CC1=C(C(=O)Nc2ccc(C)cc2)C(c2ccc(N(C)C)cc2)NC(=O)N1 (centres undefined)
  5	1	22	·	0.6	-1	-7	-2.5	1	-15
> O=C(CN1CCCCC1)Nc1nc(-c2ccccc2)cs1
  -9	1	-12	-6	-3.6	3	-6	-2.8	-3	-4
> CN(C(=O)CS(=O)(=O)Cc1ccccc1Cl)c1ccccc1
  -10	0	0	0	-2.1	-1	-2	-0.4	-2	-4
> COC(=O)CN(C#N)c1nc(NC(C)C)nc(NC(C)C)n1
  3	-8	-5	-3	0.2	-3	0	-2.0	0	-4
> Cc1ccc(SCCNC(=O)/C=C/c2cccc([N+](=O)[O-])c2)cc1
  -11	-3	18	-5	-1.0	1	3	0.1	-1	-4
> CNC(=O)CN(c1ccc(Oc2ccccc2)cc1)S(=O)(=O)c1ccc(C)cc1
  3	-5	22	1	0.2	-3	2	-0.7	-4	1
> O=C(CN(CC1CCCO1)C(=O)CNS(=O)(=O)c1ccc(F)cc1)NCc1ccccc1 (centres undefined)
  -15	-4	14	-2	0.1	-1	11	-0.2	-3	8
> Cc1cc(S(=O)(=O)Nc2nc(CN3CCOCC3)nc3sc4c(c23)CCC4)cc(C)c1C
  9	0	5	-3	-0.5	-4	6	1.0	-1	-5
> Oc1ccc(/C=N/N=C(c2ccccc2)c2ccccc2)c(O)c1O
  -2	7	-58	-4	0.0	-6	5	-3.3	12	-7
> CCOC(=O)CCc1c(C)nc(SCCN2CCCC2)c(C#N)c1C
  9	-3	-64	-2	-0.7	-14	-1	-2.5	1	-4
> CCC(=O)Oc1cccc(C(=O)Nc2ccc(-c3nnc(-c4ccco4)o3)cc2)c1
  -3	1	-57	-2	-2.0	-5	3	-4.3	0	-6
> O=S(=O)(Cc1ccccc1)N1CCN(C2Cc3ccccc3C2)CC1
  9	-2	11	-21	-0.3	2	1	0.1	0	10
> COc1ccc(C(=O)O/N=C/c2ccc(S(=O)(=O)c3ccc(Cl)cc3)nc2)cc1
  -10	3	11	-2	-0.5	-4	-2	-1.4	-2	-13
> COc1ccc(Cn2nc(C)n(N(C)c3ncc(C(F)(F)F)cc3Cl)c2=O)cc1
  11	5	21	-2	1.0	-1	4	-4.3	-4	-2
> CCCSC1=NN2CCCC(=O)N=C2S1
  -9	-3	-1	7	-1.1	-1	-11	-0.4	0	-3
> O=C(Cc1cccc(NC(=O)C2CCCN(C(=O)C3CCC3)C2)c1)Nc1ccc(C(=O)N2CCOCC2)cc1 (centres undefined)
  -5	6	11	-7	0.2	2	-6	-0.3	-2	-2
> CCNc1nc(NC(C)(C)C)nc(N(CC)n2cnnc2)n1
  -9	-4	-2	1	-1.6	-3	5	-0.7	-3	12
> CCOc1cc(Br)c(COc2ccc(C)nc2[N+](=O)[O-])cc1OCC
  -11	-3	-24	-9	-2.3	-7	5	-0.9	-12	1
> COC(=O)c1cc(=O)cc(C(=O)OC)o1
  -11	-4	32	-20	0.4	-1	4	-0.8	0	13
> O=C(NCCc1ccc(Cl)cc1)C1CCN(S(=O)(=O)c2cccs2)CC1
  -1	11	-19	4	0.0	-3	1	-2.7	0	11
> OCCCc1nc2ccccc2n1CCCCOc1ccccc1
  2	5	3	-9	0.1	-4	14	-2.5	-1	-8
> CCCCN(C(=O)c1ccc(C)cc1)c1c(N)n(CCC)c(=O)[nH]c1=O
  1	-9	2	-4	-0.9	6	-13	-3.2	0	7
> CC(OC(=O)CNC(=O)c1ccc2ccccc2c1)C(=O)NC1CCCCC1C (centres undefined)
  3	1	1	-12	-0.1	2	0	18	-3	-8
> O=C(CN1CCC(n2nnc3ccccc32)CC1)NCc1cccs1
  2	0	-11	-1	0.9	-3	-4	-0.4	2	-14
> CC(C)C(c1nnnn1C(C)(C)C)N1CCC(Cc2ccccc2)CC1 (centres undefined)
  -7	-1	8	·	-1.4	-4	3	-0.9	-14	-2
> CC1CCc2sc(C(=O)NCCCn3ccnc3)cc2C1 (centres undefined)
  -6	5	0	-3	-0.1	-4	-6	-2.3	-3	-2
> O=C(NCc1ccccc1)c1ccc(=O)[nH]n1
  6	-2	18	-2	1.3	1	1	·	-1	1
> CCOC(=O)C1CCN(C(=O)c2ccc(Oc3cc(Cl)cc(Cl)c3)o2)CC1
  -11	1	-6	-9	-1.0	3	23	-0.2	-10	-9
> O=c1c2ccccc2[nH]c(=S)n1Cc1cccs1
  5	-8	-14	3	1.2	5	-4	-1.7	2	-5
> Cc1ccc(F)cc1NC(=O)CN1CCN(Cc2ccccc2)CC1
  0	-3	33	-4	-2.1	-3	-7	-5.7	-3	-4
> CCN(CC)c1ccc(NC(=O)CSc2n[nH]c(-c3ccco3)n2)cc1
  -19	-6	14	-4	-0.7	0	1	-1.7	-1	-3
> CCc1ccc(OCCNC(=O)c2ccccc2SCc2ccccc2)cc1
  -6	2	25	-3	-1.8	-2	6	-1.8	-12	-5
> CCOc1cc(/C=C2\C(=O)ON=C2C)ccc1OCc1ccccc1
  -4	-7	23	0	-0.2	-5	-9	-2.2	6	1
> CCN(c1ccc(C(=O)CN2C(=O)NC3(CCOc4ccccc43)C2=O)cc1)S(C)(=O)=O (centres undefined)
  -3	5	-42	-4	0.5	0	6	-0.7	-1	-3
> O=C(Cn1cccc1C(=O)c1ccccc1)NCc1cccc(Cl)c1
  -11	-2	32	·	-0.5	-6	-4	-1.4	0	-7
> COc1ccccc1CNC(=O)COC(=O)Cc1c[nH]c2ccccc12
  -5	-6	36	0	-2.6	-3	-3	-1.5	1	8
> Cc1ccc(CNC(=O)C2CC2c2ccccc2)cc1 (centres undefined)
  2	2	9	-3	-1.6	3	1	0.7	-8	-5
> O=c1cnc2ccccc2n1Cc1ccc(Br)cc1
  0	-3	·	-5	-0.2	-2	0	-0.7	-2	-12
> O=C(CCCCCn1c(=S)[nH]c2ccc(N3CCOCC3)cc2c1=O)NCc1ccccc1Cl
  2	-5	-35	-1	-0.8	1	5	-0.6	9	-3
> CCc1c(C)sc(NC(=O)Cc2ccccc2OC)c1C(=O)N1CCOCC1
  -7	3	12	3	-1.7	4	-1	-2.2	2	-11
> COc1ccc(C(=O)N/C(=C\c2cn(C)c3ccccc23)C(=O)N2CCOCC2)cc1
  7	1	5	6	0.5	-8	3	0.0	2	-8
> CN(CC(=O)NC1CCCCC1)S(=O)(=O)c1cccc2nsnc12
  0	-2	19	-3	0.8	2	-1	0.0	-5	7
> CC1CCCN(c2ccc3nc4ccccc4c(=O)n3n2)C1 (centres undefined)
  1	6	36	-3	2.3	6	-12	-3.0	2	0
> COc1ccc(OC)c(NC(=O)NCCc2c[nH]c3ccccc23)c1
  -9	10	-36	-5	-0.8	-4	-13	-4.2	-1	-7
> COC(=O)c1ccccc1NC(=O)c1ccc(F)cc1
  -1	-5	-2	0	-3.7	2	2	-1.0	-9	6
> Cc1cccnc1NC(=O)c1cc2c(=O)oc3ccccc3c2s1
  -2	0	7	-2	0.0	-7	-13	-1.9	-2	1
> O=[N+]([O-])c1ccc(Cl)c(/C=N/N2CCN(Cc3ccccc3)CC2)c1
  -5	-5	-2	·	-0.9	-6	-11	-1.3	-8	-7
> CCOc1ccc2[nH]c(=O)c(CN(Cc3ccc(F)cc3)C(=O)N3CCCC3)cc2c1
  -6	6	?	-1	0.4	-4	·	-1.1	-1	1
> Cc1ccc(N2C(=O)CN(Cc3ccccc3)C2=S)cc1C
  0	-7	·	-4	-5.7	-2	-3	-1.1	-6	0
> COc1ccc(C2c3[nH]c4ccccc4c3C[C@H]3C(=O)N(c4ccccc4C(=O)NCCN4CCOCC4)C(=O)N23)cc1 (some centres undefined)
  -7	5	-8	-2	-0.3	2	18	0.2	2	1
> COC(=O)c1ccc(CS(=O)(=O)c2ccccc2C)o1
  -1	2	16	-2	-1.2	1	-14	-0.6	0	-2
> S=c1[nH]c(-c2ccc(Br)cc2)cn1CCc1ccccc1
  1	5	19	2	-2.5	-3	-1	1.6	-4	-12
> Cc1occc1C(=O)N/N=C/c1cccs1
  0	4	36	0	-1.4	0	-4	-0.5	-2	-9

Complete entries, quoted from the list. Screens in order: PKA-R2B activ	RTF Ca sens act	SR-BI uptake up	CAL PDZ FP-1	LANA DNA inh	Keap1 Nrf2 FP	Rtt109 Vps75	CAL PDZ FP-2	DAGLB inh	RTF Ca sens inh
OCCCc1nc2ccccc2n1CCCCOc1ccccc1 as listed: 2	5	3	-9	0.1	-4	14	-2.5	-1	-8
COC(=O)c1cc(=O)cc(C(=O)OC)o1 as listed: -11	-4	32	-20	0.4	-1	4	-0.8	0	13

New compounds follow.
Value order – PKA-R2B activ	RTF Ca sens act	SR-BI uptake up	CAL PDZ FP-1	LANA DNA inh	Keap1 Nrf2 FP	Rtt109 Vps75	CAL PDZ FP-2	DAGLB inh	RTF Ca sens inh
> COc1cc(C(=O)NCCC(=O)NC(C)C)cc(OC)c1OC
  1	0	13	3	0.1	-5	-5	-0.2	-1	0
> CSc1ccc(C2NC(=O)c3ccccc3N2)cc1 (centres undefined)
  -7	1	-1	·	0.2	-6	-3	-0.8	0	3
> Cc1nn(-c2ccccc2)c(C)c1NC(=O)COC(=O)c1cc([N+](=O)[O-])ccc1NCCO
  -6	-5	-45	-5	1.5	4	-2	-1.4	5	3
> Cn1c(=O)n(Cc2ccc(Cl)cc2)c(=O)c2c1nc1n2CCN1Cc1ccco1
  -15	6	-28	-8	-0.6	1	2	·	1	-3
> CNC(=S)NNC(=O)c1ccc(C(C)(C)C)cc1
  -4	-1	9	-3	0.3	-1	4	-0.9	1	-2

Not a hit list; 1.6% or so of the library scored in one or more.
